# HSP90 refold inh: blocks HSP90-mediated luciferase refolding in reticulocyte lysate; Rabbit reticulocyte lysate, luciferase refolding luminescence, 3 h; inhibition, % at 5.6 µM; 290,000 compounds, 0.91% hits;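 active = inhibition above the screen-wide mean plus 3 SD, computed separately per campaign, cut at about 16% in these data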;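 note: 0% = DMSO wells and 100% = 60 µM geldanamycin wells; inhibitors lower the luminescence because luciferase stays unfolded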
# HSF1 inhib: HSF1 inhibition; activity change, negative = inhibition, % at 7.5 µM (by protocol); 300,000 compounds, 0.77% hits; AID 2098; NIH3T3-HGL HSE-luciferase, MG132-induced, luminescence 8 h; stronger effect = lower value;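 active = more than half of replicate wells show activity change below -50%, luminescence cut by over half; inconclusive = some wells, but at most half, below -50%; inactive = no replicate well below -50%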;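 note: luciferase reports HSF-1 transcriptional activity via heat shock element; 0% = median of DMSO wells and -100% = zero luminescence signal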
# PolyA inh: inhibitors of polyadenylation in S. cerevisiae; S. cerevisiae SKY197-pL101 polyadenylation reporter, beta-gal luminescence; efflux-impaired pdr1/pdr3 knockout yeast; score 100 = 6 SD above DMSO; AID 1875; calls only at 12 µM; 300,000 compounds, 0.02% hits;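 active = lowest replicate activity score at least 50, where 100 means six control SD above control mean; inconclusive = lowest score under 50 but half or more replicates reach 50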;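 note: yeast exposed to compound for 9 h at 30 °C; higher score means more reporter readthrough which indicates perturbed polyadenylation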
# HSF1 activator: increases HSF-1 driven luciferase reporter signal; NIH3T3-HGL HSF-1 luciferase reporter, MG132, 8 h; 100% = twice DMSO control signal; activation, % at 9 µM; 300,000 compounds, 1.7% hits;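 active = mean replicate activation of at least 50% with a set share of replicates each reaching 50%; inconclusive = only one of those two conditions met; inactive = mean below 50% and too few replicates reaching it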;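 note: 0% = median of the neutral control wells and 100% = twice that signal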
# Platelet DG rel: platelet dense granule release activity | inhibition, %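 (compounds screened at 7.5 µM in platelet-rich plasma)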 | AID 1663 | 300,000 compounds, 0.22% hits | human platelet-rich plasma, SFLLRN dense granule ATP release, luminescence;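 active = mean replicate score, as percent of positive control, at or above 50; inconclusive = mean below 50 but at least one replicate at or above 50; inactive = mean and every replicate below 50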
# HDAC3 inh: human HDAC3 inhibition; O15379; recombinant HDAC3, fluorogenic peptide/trypsin coupled, fluorescence; inhibition, % at 8.3 µM; 320,000 compounds, 0.15% hits; in the data active = inhibition above about 26%, passing the limit was not always enough; inconclusive = no clear call, values can overlap the other calls
# GSK3beta inhib: inhibitors of human GSK3beta kinase. GST-GSK3beta kinase, ADP-Glo luminescence, 60 min; stronger effect = lower value. activity score (negative = inhibition), % at 10 µM. 300,000 compounds, 0.038% hits. AID 2097;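 active = more than half of replicate wells score below -50%, meaning over 50% inhibition versus plate controls; inconclusive = some replicates but at most half score below -50%; inactive = no replicate scores below -50%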;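 note: 0% = median DMSO wells and -100% = median GW8510 positive control wells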
# Target sequence (P49841 whole entry, looked up): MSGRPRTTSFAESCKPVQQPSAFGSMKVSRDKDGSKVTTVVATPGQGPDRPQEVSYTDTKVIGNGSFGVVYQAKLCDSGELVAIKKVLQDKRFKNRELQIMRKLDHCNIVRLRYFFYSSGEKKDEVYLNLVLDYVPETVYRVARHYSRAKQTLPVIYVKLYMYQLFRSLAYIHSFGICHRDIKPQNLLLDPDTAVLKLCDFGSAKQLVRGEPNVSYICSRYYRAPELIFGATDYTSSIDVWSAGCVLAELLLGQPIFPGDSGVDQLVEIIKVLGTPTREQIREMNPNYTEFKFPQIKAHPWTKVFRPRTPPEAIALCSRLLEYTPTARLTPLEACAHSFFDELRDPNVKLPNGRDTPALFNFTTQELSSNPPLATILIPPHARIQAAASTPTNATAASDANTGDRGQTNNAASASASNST
#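 Assay system: GST-fused GSK3beta enzyme, cell-free / Medium: Tris pH 7.5 buffer with MgCl2, DTT, BSA, heparin / Also added: peptide substrate plus 25 µM ATP (final) / Compound: 10 µM single point / Timing: kinase reaction with compound 60 min at room temperature / Detection: ADP-Glo luminescence / Benchmarks: DMSO neutral wells and GW8510 at 20 µM as positive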
# AI-2 QS modul: modulators of Vibrio harveyi AI-2 quorum sensing system; Vibrio harveyi JMH597 AI-2 luminescence/OD600 ratio, 9 h; stronger effect = lower value; strain lacks LuxN and CqsS sensors; 0 = neutral-control median; activity change, % at 7.5 µM; 300,000 compounds, 0.4% hits; AID 2094; in the data active = activity change below about -75%, passing the limit was not always enough; inconclusive = no clear call, values can overlap the other calls;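 note: luminescence divided by OD600 gain over 9 h not by final OD600 alone; inactives centre near 13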
# Dyrk1A ADPGlo: Dyrk1A (rat) kinase inhibition. inhibition, % at 12.5 µM. ADP-Glo luminescence, NFATc1 peptide. 310,000 compounds, 0.43% hits; in the data active = inhibition above about 50%;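 note: plate controls were vehicle with enzyme for no effect and no enzyme for full effect; many of its hits are not listed in these tables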
# GSK3 alpha inh: blocks human GSK-3 alpha kinase; inhibition, % at 10 µM; ADP-Glo luminescence, 60 min; 320,000 compounds, 0.1% hits; AID 2650;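 in the data active = inhibition above about 50%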;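 note: GST-tagged GSK-3 alpha with peptide substrate and 25 µM ATP; 0% = DMSO neutral wells and 100% = GW8510 positive control wells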
# Target sequence (P49840 whole entry, looked up): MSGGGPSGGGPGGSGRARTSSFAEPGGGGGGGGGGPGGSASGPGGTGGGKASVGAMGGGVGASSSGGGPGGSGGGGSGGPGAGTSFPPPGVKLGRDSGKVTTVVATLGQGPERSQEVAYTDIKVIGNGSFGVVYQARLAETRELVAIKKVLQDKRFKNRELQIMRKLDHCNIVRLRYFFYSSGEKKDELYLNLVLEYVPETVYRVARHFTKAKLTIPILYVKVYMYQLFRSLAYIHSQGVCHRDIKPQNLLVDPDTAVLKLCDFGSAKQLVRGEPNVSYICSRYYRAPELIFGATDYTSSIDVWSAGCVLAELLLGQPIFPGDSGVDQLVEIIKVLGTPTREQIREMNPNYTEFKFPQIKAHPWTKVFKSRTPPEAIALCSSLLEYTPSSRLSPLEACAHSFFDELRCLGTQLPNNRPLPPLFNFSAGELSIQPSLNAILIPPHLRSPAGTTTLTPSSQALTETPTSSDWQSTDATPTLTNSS
# An asterisk follows results filed as active; i = inactive; ? = inconclusive; · = not tested or not shown. Not all compounds are listed (hit frequency here may not be typical).
SMILES,HSP90 refold inh,HSF1 inhib,PolyA inh,HSF1 activator,Platelet DG rel,HDAC3 inh,GSK3beta inhib,AI-2 QS modul,Dyrk1A ADPGlo,GSK3 alpha inh
CCOC(=O)c1cc(-c2ccccc2)sc1NC(=O)C(C)N1C(=O)NC(C)(c2ccc(Cl)cc2)C1=O (centres undefined),18.0*,-1.5,i,-16.4,-7.8,1.2,2.2,15.9,1.8,0.7
O=C(Nc1nnc(SCc2ccccc2)s1)c1cc2c(s1)CCCC2,-3.2,7.2,i,19.5,-1.4,-2.1,-2.7,20.9,0.5,-1.2
CNC(=O)/C(C#N)=C\c1ccc(CNS(=O)(=O)c2ccc(Cl)cc2)o1,-2.6,0.9,i,12.1,1.0,3.7,1.1,21.5,0.7,-3.8
CCOC(=O)c1coc(CNC(=O)c2c(C)oc3c2CCCC3)c1,-0.1,-7.1,i,-5.9,0.6,-2.2,0.5,15.7,0.8,-4.4
O=C(CSCC(=O)N1CCCCC1)OCC(=O)c1c[nH]c2ccccc12,-3.9,-9.4,i,-28.5,0.7,0.8,1.2,30.2,-2.0,0.7
CC1(OC(=O)C2CCCC2)C(=O)C=C2C=C(c3ccsc3)N(CCN3CCOCC3)C=C2C1=O (centres undefined),·,2.0,i,0.2,-1.9,·,2.2,2.7,·,·
COc1ccc(CCNC(=O)c2ccc3c(c2)NC(=O)C(CSCc2cc(C)ccc2C)N3)cc1OC (centres undefined),-0.3,6.3,i,2.8,-1.4,-0.8,1.1,15.0,·,1.2
CCC1CCCCN1CCCNC(=O)C1CCCN(S(=O)(=O)N2CC(C)CC(C)C2)C1 (centres undefined),5.7,0.1,·,-4.7,-2.1,2.7,-1.4,-8.1,5.0,-1.1
CC(NS(=O)(=O)c1ccc(Cl)cc1)C(c1cccs1)N1CCN(C)CC1 (centres undefined),3.6,-2.2,·,-14.1,-2.2,4.5,1.1,4.8,5.9,2.1
C#CCn1c(=NC(=O)c2ccc(Br)s2)sc2cccc(OC)c21,-1.0,29.0,i,13.8,-2.2,-3.9,-1.5,-1.5,0.7,-1.0
O=C(c1ccco1)N1CCN(C(=O)c2cnn3c2NC(c2cccs2)CC3C(F)(F)F)CC1 (centres undefined),0.2,-1.5,i,-12.2,-9.7,-6.1,0.5,33.7,5.8,-4.7
CCN(CC(=O)NC1CCCC1)S(=O)(=O)c1ccc(C)cc1,0.5,-3.5,i,2.1,8.2,4.2,4.3,-2.4,-2.0,-1.1
COc1ccc(OC)c(NC(=O)C(=O)NCCC2=CCCCC2)c1,-0.8,7.3,i,1.9,-4.8,-1.7,-0.5,-0.9,0.3,-1.6
Cc1ccc(NS(=O)(=O)c2cccc(C(=O)NCC3CCCO3)c2)cc1 (centres undefined),·,-5.9,i,-0.5,-8.0,-1.4,-1.1,11.6,-4.3,-0.3
O=C(Nc1ccccc1Cc1ccccc1)c1ccccc1NS(=O)(=O)c1ccc(Cl)s1,-3.7,-9.4,i,-7.6,5.9,13.2,1.0,45.7,-4.2,7.8
Cc1cc(C(=O)NCc2ccc(Cl)cc2)n(-c2ccccc2)n1,1.6,-68.2*,i,-77.3,2.6,-6.5,0.9,13.7,7.6,-5.3
CCCC(=O)n1nc(-c2ccccc2)nc1N,-0.5,-7.9,i,23.8,0.2,?,0.1,10.5,6.6,0.9
Cc1cc2cc(CNC(=O)c3cccs3)ccc2n1C,4.2,-1.9,i,19.9,2.0,8.5,1.7,7.4,-1.5,-2.1
COc1ccccc1NC(=O)c1ccccc1-c1nc(-c2ccccc2OC)no1,-2.4,5.6,i,5.5,0.4,1.3,4.7,39.2,2.3,·
COC(=O)C1=C(C)N(CC2CC2)C(=NCc2cccc(Cl)c2)N[C@H]1c1ccccc1,-2.2,-14.5,i,-16.2,-0.1,-2.0,-3.2,14.0,16.5,-0.3
CCn1c(O)c(/C=N/N=C2CCCCC2)c2cc(C3=NNC(=O)CC3)ccc21,8.4,-5.7,i,1.3,-2.8,-0.5,-2.1,17.9,0.7,-0.9
CCc1cccc(NC(=O)C2CCCN(S(=O)(=O)c3cccnc3)C2)c1 (centres undefined),-2.8,0.7,i,3.6,-0.1,4.4,3.0,-13.5,-3.7,-0.9
CN(c1ccc(C(=O)Nc2ccccc2Sc2ccccc2)cc1)S(C)(=O)=O,4.9,10.6,i,36.0,-0.7,2.8,0.5,13.4,0.5,0.2
COC(=O)c1sc2nc3c(cc2c1N)C(=O)CC(C)(C)C3,4.4,1.7,i,30.8,5.2,6.3,-4.0,5.6,-2.6,-0.3
O=C(c1cc(-c2ccc(Cl)cc2)on1)N1CCN(c2ccc(F)cc2)CC1,2.9,0.3,i,7.4,-3.0,3.5,3.0,10.6,-1.6,-0.8
Nc1ccc2oc(-c3cc(Br)ccc3Cl)nc2c1,4.6,5.5,i,-14.8,5.5,-8.0,-2.3,-0.1,8.1,-2.1
C=CCC1CCCCC12NC(=O)N(c1ccccc1)N2 (centres undefined),-3.0,3.9,i,15.3,5.4,-3.8,-0.6,10.9,5.6,-2.7
CC(=O)c1ccc(-c2ccc(C(=O)NC3CCCCCC3)o2)cc1,3.1,7.9,i,9.5,4.4,-7.6,2.1,12.9,·,-0.9
O=c1cc(O)c2c(=O)[nH]c(=O)n(-c3ccccc3)c2[nH]1,0.4,·,i,·,·,-0.9,1.4,20.2,-2.3,-3.3
C/C(=N\NC(=O)c1c(C)nc2ccccn12)c1ccc(N2CCOCC2)cc1,-3.2,-0.5,i,8.1,0.8,1.6,0.9,10.0,-3.5,1.8
O=C(NC1CCN(S(=O)(=O)c2ccc(Cl)cc2)CC1)C1CCCCC1,1.1,1.3,·,19.6,-3.1,10.2,1.2,-17.8,1.1,-2.6
O=C(Nc1ccc2c(c1)OCO2)c1ccc(N2C(=O)c3ccccc3C2=O)cc1,-3.0,-1.8,i,6.3,-0.2,4.1,-1.3,35.1,0.0,1.9
COc1ccc(OCc2ccc(C(=O)O)cc2)cc1,7.6,14.2,i,5.9,3.1,2.4,2.4,12.0,0.5,-1.1
CCC(C(=O)OC)n1cnc2c(nnn2-c2cccc(Cl)c2)c1=O (centres undefined),-4.4,1.0,i,6.6,1.4,-6.8,0.1,20.7,0.3,1.7
CCCCC(=O)Nc1cc([N+](=O)[O-])ccc1F,3.2,-5.2,i,-2.1,0.0,-5.3,0.3,18.0,11.7,-0.7
Cc1ccc(C(=O)N/N=C\c2cc(Br)c(Br)o2)cn1,-1.1,6.9,i,-5.3,14.6,-1.0,1.7,6.3,·,2.2
COc1cc2c(cc1OC)CN(C(=O)c1ccc(Br)o1)CC2,-2.1,-1.7,i,-15.9,16.9,-7.3,-3.0,7.1,-3.2,-5.2
CC1CCC(NCC(=O)Nc2cccc(S(N)(=O)=O)c2)CC1 (centres undefined),1.0,0.5,i,-6.9,10.8,-1.3,-0.5,21.5,·,-7.7
Cc1cc2ccc3ccccc3c2cc1CN(C)C,2.6,1.3,i,-0.4,-7.2,-2.5,-3.7,-7.2,5.6,5.5
COc1ccc(/C=N/NC(=O)c2cc(-c3ccccc3)nc3ccccc23)c(C(=O)O)c1OC,0.9,-0.4,i,0.5,-0.6,7.1,0.5,12.1,-1.8,-2.5

# Two compounds from above, showing only GSK3 alpha inh, Platelet DG rel and HSP90 refold inh.
Molecule	GSK3 alpha inh	Platelet DG rel	HSP90 refold inh
O=c1cc(O)c2c(=O)[nH]c(=O)n(-c3ccccc3)c2[nH]1	-3.3	·	0.4
C/C(=N\NC(=O)c1c(C)nc2ccccn12)c1ccc(N2CCOCC2)cc1	1.8	0.8	-3.2

# New compounds follow:
SMILES,HSP90 refold inh,HSF1 inhib,PolyA inh,HSF1 activator,Platelet DG rel,HDAC3 inh,GSK3beta inhib,AI-2 QS modul,Dyrk1A ADPGlo,GSK3 alpha inh
CC1=CC(C)(C)NC(=S)N1c1ccccc1,-0.4,·,i,·,-6.0,-2.0,-4.0,-1.1,2.0,-1.0
O=C(O)C1(c2ccccc2)CCN(S(=O)(=O)c2ccc(Cl)cc2)CC1,1.3,-17.4,i,7.2,7.6,-7.2,-0.9,1.5,-1.5,·
Cc1ccc(N2C(=O)c3ccccc3C2O)nc1 (centres undefined),33.1*,-13.0,i,-10.8,77.6*,-7.6,-23.0,41.1,·,18.9
CCOc1cc(C2NC(=O)NC(C)=C2C(=O)OCc2ccccc2)ccc1O (centres undefined),-3.5,·,i,·,14.5,1.1,-0.7,16.1,4.3,8.7
COc1ccc(OCCOC(=O)CNS(=O)(=O)c2ccc(SC)c([N+](=O)[O-])c2)cc1,·,0.2,i,-11.4,-2.3,7.0,-1.5,13.4,·,-4.0
N#CCCn1cc(C(=O)Nc2cccc(C(=O)O)c2)c(-c2ccc(Cl)cc2)n1,-2.5,-5.6,i,3.2,13.9,1.0,-4.7,5.3,-7.0,-1.7
COC(C[C@@H]1O[C@@H]1C(=O)COCc1ccccc1)OC,·,-5.9,i,-0.9,12.4,·,-1.8,-0.4,·,·
O=C(Nc1c(F)cc(F)cc1Br)c1ccco1,-1.9,-3.8,i,1.2,-2.5,-3.5,1.2,20.4,2.2,0.8
CC(C)n1cc(C(=O)N2CCCC(N3CCN(c4ccc(F)cc4)CC3)C2)cn1 (centres undefined),-1.5,-3.9,i,6.5,1.1,-1.5,1.1,30.9,-6.1,0.6
CC(Sc1nnc(C2CC2)n1N)C(=O)NC1CCCCC1C (centres undefined),-2.6,-1.4,i,-9.4,-1.1,-1.9,0.8,17.8,·,-1.1
Cc1ccc(/C=C/C2=NN(C)C(=O)CC2)cc1,2.0,7.7,i,?,21.3,0.1,0.4,18.5,0.2,1.2
CCOC(=O)N1CCC(NC(=O)Cn2ncc3c2-c2cc(C)ccc2OC3)CC1,1.9,-1.3,i,-16.4,5.1,1.8,0.3,3.2,1.5,0.3
CC(=O)c1ccccc1NCC(=O)Nc1ccc(C)cc1,1.4,13.0,i,24.1,-2.2,1.0,2.0,15.4,·,-2.0
COc1cccc(C(=O)Nc2ccc(S(=O)(=O)N3CCCCC3)cc2)c1OC,2.8,0.7,i,26.9,28.8,-0.3,0.6,10.7,-0.4,-1.2
COCc1cc(C)nc(OCC(=O)N/N=C/c2ccccc2O)c1C#N,-0.1,-3.4,i,-2.7,2.1,6.0,-5.5,27.3,-2.6,1.5
